TNAP activators: human TNAP enzyme activators, primary screen, biochemical, luminescent, no phosphate acceptor, uHTS (AID 1001); Alkaline phosphatase, tissue-nonspecific isozyme (Homo sapiens); purified TNAP, luminescent activation assay, no phosphate acceptor; higher activation fold means a stronger effect; 0.03% of 200,000 active; one-dose activation fold at 20 µM; EC50 in µM for titrated hits; in the data active means activation fold from about 3, or a potency from the dose series; inactive means the rest, 99 in 100 with activation fold below about 1.6; further: many of its hits are not listed in these tables
RSV CPE inhibition: RSV antiviral activity via CPE protection, HEp-2 cells, primary 10 µM value included (AID 2391); HEp-2 cells, RSV-induced CPE inhibition; higher % means a stronger effect; CPE inhibition, % at 10 µM, or IC50 in µM where a hit was titrated; 0.13% of 310,000 active; in the data active means a potency from the dose series; inconclusive means CPE inhibition mostly from about 23% at the one dose, without a potency; inactive means the rest, 99 in 100 with CPE inhibition below about 21%; further: strong numbers were not always called active
T cell modulator: modulators of CD8 T cell-vesicle binding, primary screen, mouse 2C CD8+ T cells, flow cytometry; 2C CD8+ T cell-vesicle binding; hits give low values; calls only at 7 µM; 0.068% of 330,000 active;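 active means response, share of CD8 T cells binding vesicles, and their 90th percentile fluorescence all below set limits, cut at about 80% in these data, passing the limit was not always enough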
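Material: murine 2C transgenic CD8+ T lymphocytes / Also added: QL9-peptide-loaded Drosophila micro-vesicles bearing Ld, ICAM-1 and B7-1 / Schedule: binding step 1.5 h, 37 °C, antibody labelling 20 min, ice / Signal: flow cytometry, PE anti-B7-1 (FL2) versus Alexa647 anti-CD8 (FL8), PFA-fixed / Evaluation: percent CD8+ FL2 mean versus row control / Benchmarks: naked versus QL9-loaded vesicles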
SV40 large T antigen: SV40 large T antigen inhibitors, biochemical (AID 1903); SV40 large T antigen ATPase/helicase inhibition assay; higher % means a stronger effect; inhibition, % at 20 µM; hits with a dose series show IC50 in µM; 0.39% of 310,000 active; in the data active means a potency from the dose series; inconclusive means inhibition mostly from about 32% at the one dose, without a potency; inactive means the rest, 99 in 100 with inhibition below about 32%; further: strong numbers were not always called active
K1F lysis inhibition: inhibition of K1F phage lysis, E. coli UTI89, bacterial capsule biogenesis inhibitors, alamar blue (AID 488966); 0.02% of 340,000 active; E. coli UTI89 K1F phage lysis, alamar blue, 2 h; higher % means a stronger effect; inhibition, % at 100 µM; hits with a dose series show IC50 in µM;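 active means phage lysis inhibition, versus mean bacterial control, above a set limit; inconclusive means no clear call, values can overlap the other calls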;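 further: capsule biogenesis inhibitors block K1F phage lysis so surviving cells raise fluorescence; higher fluorescence means more inhibition of phage lysis; actives were called in the ten point dose series up to 300 µM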
Rac1 GTP hydrolysis: MgcRacGAP GTPase-activating activity inhibitors, confirmation, biochemical, ADP Hunter fluorescence; Rac GTPase-activating protein 1 (Homo sapiens); MgcRacGAP-stimulated Rac1 GTP hydrolysis, ADP Hunter fluorescence; higher % means a stronger effect; GST-tagged Rac1 F28L mutant substrate; one-dose inhibition, % at 30 µM; IC50 in µM for titrated hits; 0.6% of 340,000 active; AID 624330, 2012;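 active means first-screen hits whose inhibition reached a set limit at any dose in the follow-up dose series; inconclusive means inhibition above the set first-screen limit but never retested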;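 further: fluorescence reports GDP produced by GAP-driven GTP hydrolysis; strong numbers were not always called active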
NTR1 ag: agonists of NTR1, primary screen, imaging, U2OS cells, beta-arrestin-GFP, high content (AID 493036); 0.17% of 330,000 active; NTR1-U2OS beta-arrestin-GFP spot imaging, agonist mode; activation, % at 20 µM; Neurotensin receptor type 1 (Homo sapiens), P30989;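 active means activation at or above 40% of the spot to cytoplasm intensity ratio, with at least 20 cells analyzed; inconclusive means wells under 20 cells, flagged as cytotoxic or low count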;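 further: 0% = DMSO without peptide and 100% = 100 nM NTR1 peptide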
Target sequence (P30989 whole entry, looked up): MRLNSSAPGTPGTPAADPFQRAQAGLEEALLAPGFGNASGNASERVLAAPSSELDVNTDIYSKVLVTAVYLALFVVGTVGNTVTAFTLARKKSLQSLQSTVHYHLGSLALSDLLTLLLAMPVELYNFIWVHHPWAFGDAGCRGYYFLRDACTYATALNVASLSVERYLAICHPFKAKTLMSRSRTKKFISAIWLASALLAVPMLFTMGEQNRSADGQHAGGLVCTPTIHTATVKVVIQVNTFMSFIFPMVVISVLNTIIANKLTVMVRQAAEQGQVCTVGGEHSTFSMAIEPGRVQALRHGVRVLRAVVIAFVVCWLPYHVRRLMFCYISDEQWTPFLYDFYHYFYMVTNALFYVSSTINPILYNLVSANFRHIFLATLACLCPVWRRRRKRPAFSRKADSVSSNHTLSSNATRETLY
Salmonella PhoP GFP: inhibitors of PhoP regulon expression, primary screen, Salmonella Typhimurium, GFP reporter (AID 1863). S. Typhimurium PhoP-regulated promoter GFP reporter, 4 h; higher % means a stronger effect. inhibition, % at 50 µM; hits with a dose series show IC50 in µM. 0.16% of 300,000 active;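 active means inhibition over 29.93%, a cutoff 3 SD above the screen mean, later confirmed by dose response; inconclusive means inhibition over 29.93% but no dose response follow-up; inactive means inhibition at most 29.93% or unconfirmed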;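 further: 0% = low Mg2+ inducing control and 100% = high Mg2+ repressing control; strong numbers were not always called active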
Myeloid diff MLP: induction of myeloid progenitor differentiation, primary screen, cell-based, flow cytometry, MLPCN library | ER-HoxA9 myeloid progenitors, lysozyme-GFP differentiation | calls only at 10 µM | 1% of 360,000 active | AID 624256, 2012;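 active means normalized GFP-positive differentiation at or above the plate's own cutoff, the solvent-only control mean plus 3 SD; inconclusive means no clear call, values can overlap the other calls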;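 further: cells exposed to compound for four days before flow analysis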
T cell modulator vesicle-bound %: recorded beside T cell modulator, whose call it bears; double positive events, %; measured here: CD8+ vesicle-bound cell fraction;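 binding gate set so that unloaded-vesicle control wells show 10% double positive cells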
NTR1 ag cell count 20 µM: further read-out of NTR1 ag, marked with its call; cell count; measured here: cell count, cytotoxicity flag
Myeloid diff MLP GFP+ MAC1+ %: also measured in Myeloid diff MLP; calls as there; GFP+ MAC1+ double positive, %; measured here: differentiation confirmed by MAC1 staining
* hit, by the source's call; i = inactive; ? = inconclusive; · = no result given; [ ] = dose if it differs, or a comment.

SMILES	TNAP activators	RSV CPE inhibition	T cell modulator	T cell modulator vesicle-bound %	SV40 large T antigen	K1F lysis inhibition	Rac1 GTP hydrolysis	NTR1 ag	NTR1 ag cell count 20 µM	Salmonella PhoP GFP	Myeloid diff MLP	Myeloid diff MLP GFP+ MAC1+ %
CCOC(=O)N1CCN(c2ccc(C(=O)c3cccc(F)c3)cc2)CC1	1.1	1.8%	i	35	5%	6.1%	3%	1.9	45	12%	i	9.0
NS(=O)(=O)c1ccc(CCNC(=O)CSc2nc3ccccc3c(=O)n2CCC(=O)N2CCCCC2)cc1	1	0.6%	i	18	8%	0.9%	-4%	-1.0	27	-5%	i	0.2
CCC(=O)c1ccccc1OCC(=O)Nc1c(C)cccc1C	1.1	0.1%	i	60	6%	0.2%	-1%	0.8	85	2%	i	0.2
COc1ccc(C)cc1NC(=O)NCc1ccccc1F	1.1	1.4%	i	39	8%	0.2%	11%	-1.3	35	7%	i	0.6
CC(=O)Nc1ccc(C(=O)CSc2nc3ccccc3n2CC(=O)N2CCCC2)cc1	1.1	0.2%	i	49	6%	1.3%	-3%	0.7	59	-4%	i	6.3
CN(Cc1ccccc1)c1ccc(C(CC(N)=O)NC(=O)Cc2ccc(Br)cc2)cc1[N+](=O)[O-] (centres undefined)	·	0.7%	i	5	4%	1.1%	-1%	12	92	6%	i	1.1
CCOC(=O)N1CCN(C(=O)Cn2ncc3ccccc32)CC1	1	0.3%	i	41	-2%	-1.2%	2%	-2.4	62	5%	i	2.0
O=C(N/N=C/c1ccncc1)c1nc(-c2ccccc2)n2c1CCCCC2	1	1.9%	i	43	-1%	-0.1%	0%	-1.0	77	-12%	i	0.9
O=C(c1ccc([N+](=O)[O-])o1)N1CCN(c2nc3c(F)cc(F)cc3s2)CC1	·	4.0%	i	33	2%	-2.9%[50 µM]	7%	3.7	57	-5%	i	0.6
COc1ccc(C(=O)NC(=S)NC(C)c2ccccc2)cc1 (centres undefined)	·	?	i	48	5%	-0.9%	5%	6.7	54	·	i	0.6
CN1CCN(/N=C/c2ccc(-c3ccc([N+](=O)[O-])cc3)o2)CC1	0.9	-0.2%	i	31	30%	-0.1%	10%	-1.1	40	-4%	i	0.3
COc1ccc2nc(SCC(=O)Nc3ccc4sc(C)nc4c3)c(C#N)cc2c1	1.2	4.5%	i	54	15%	0.1%	5%	1.1	84	-3%	i	2.3
CCCCn1c(=O)[nH]c(=O)c2c1nc(-c1ccc(-c3ccccc3Br)o1)n2CCOC	0.9	3.5%	i	21	1%	-0.6%	11%	6.0	42	19%	i	1.0
CSc1ncccc1C(=O)OCc1ccccc1Cl	1.1	2.2%	i	38	4%	4.8%	3%	2.5	46	3%	i	0.2
COc1ccc(NC(=S)Nc2ccc(OC)cc2OC)c(OC)c1	1.1	2.4%	i	34	1%	0.0%	12%	-0.4	60	2%	i	0.3
O=[N+]([O-])c1cccc(-c2nc(NCc3ccccc3)c3ccccc3n2)c1	1	7.7%	i	70	4%	-0.1%	7%	18	79	-6%	i	0.8
CCN=C1NN=C(c2ccc(C)cc2)CS1	0.9	4.0%	i	17	11%	0.0%	28%	1.1	34	1%	i	8.8
CCCN1C2=NS(=O)(=O)CCN2c2ccccc21	1	0.8%	i	49	4%	-0.1%	1%	-1.2	62	-7%	i	2.3
N#CCn1cc(/C=N/NC(=O)c2cc3c(ccc4ccccc43)o2)c2ccccc21	·	4.4%	i	45	24%	1.8%[50 µM]	7%	6.1	63	1%	i	0.3
Cc1cc(C)cc(N(CC(=O)Nc2ccccc2)C2=NC3CS(=O)(=O)CC3S2)c1 (centres undefined)	1.1	1.2%	i	31	2%	-0.5%	-13%	-0.5	60	1%	i	5.5
O=C1CC(c2cccnc2)c2cc3c(cc2N1)OCO3 (centres undefined)	0.9	1.4%	i	0	1%	0.0%	3%	0.2	74	10%	i	1.8
Cc1ccccc1NC(=O)c1cnc2ccccn2c1=O	1.1	4.2%	i	22	12%	-0.6%	0%	0.2	74	0%	i	2.3
CCC1(Cc2ccccc2)NC(=O)c2ccccc2O1 (centres undefined)	1.1	5.6%	i	52	12%	·	·	1.6	34	3%	i	0.3
NNC(=O)CCc1nc2ccccc2[nH]1	1.2	0.5%	i	44	15%	·	·	4.2	36	2%	·	·
O=C(CCN1CCOCC1)Nc1ccc2c(c1)CCC2	1.1	1.1%	i	36	-2%	0.8%	9%	1.3	56	14%	i	3.0

The list goes on:
SMILES	TNAP activators	RSV CPE inhibition	T cell modulator	T cell modulator vesicle-bound %	SV40 large T antigen	K1F lysis inhibition	Rac1 GTP hydrolysis	NTR1 ag	NTR1 ag cell count 20 µM	Salmonella PhoP GFP	Myeloid diff MLP	Myeloid diff MLP GFP+ MAC1+ %
CSc1ccc(S(=O)(=O)NCC(=O)OC(C)C(=O)NCc2ccccc2)cc1[N+](=O)[O-] (centres undefined)	·	-0.2%	i	27	12%	-0.6%	2%	6.9	69	-7%	·	·
COc1cccc(-c2nn(-c3ccccc3)cc2CN(C)C(C)c2ccon2)c1 (centres undefined)	1	4.6%	i	31	·	0.1%	8%	2.8	45	·	i	0.0
Cc1ccc(C(=O)Nc2cccc(S(=O)(=O)N(C)c3ccccc3)c2)o1	·	3.6%	i	32	·	0.3%[50 µM]	2%	1.3	60	·	i	0.3
CCOCC(=O)Nc1cccc(C(=O)OCC)c1	1	-0.1%	i	16	5%	0.4%	3%	-0.8	60	28%	i	0.8
Cn1c(=O)c2c(ncn2CC(=O)Nc2nc(-c3ccccc3Cl)cs2)n(C)c1=O	1.1	1.1%	i	48	10%	-0.1%	6%	-3.3	59	2%	i	0.6
COc1cccc(C(=O)C2=NN(C(C)=O)CC2c2ccco2)c1 (centres undefined)	1.1	1.0%	i	40	-33%	0.2%	6%	-1.6	74	-4%	i	0.3
O=C(CN1C(=O)c2ccccc2C1=O)NCCc1c[nH]c2ccc(Cl)cc12	1.1	0.9%	i	62	-1%	-0.2%	-4%	-1.0	94	1%	i	0.7
CCN(CC)S(=O)(=O)c1ccc(N2CCCC2)c(NC(=O)c2ccc(OC)cc2OC)c1	1.1	?	i	24	2%	1.7%	5%	0.2	52	-1%	i	0.6
CN(C)S(=O)(=O)Nc1cc(Cl)cc(Cl)c1	1.1	1.5%	i	56	6%	0.7%	4%	1.5	88	-9%	i	0.1
O=C1/C(=C\c2ccco2)SC(=S)N1c1ccccc1	1	-0.4%	i	49	21%	2.2%	24%	6.8	53	5%	i	1.0
COc1ccc(C2=NOC(C(=O)Nc3ccc4c(c3)OCCO4)C2)c(OC)c1 (centres undefined)	·	-0.4%	i	26	4%	-0.3%	7%	-1.0	89	5%	i	0.5
O=C(C1=NN[C@@H]2C(=O)N(Cc3ccccc3)C(=O)[C@H]12)c1ccc([N+](=O)[O-])cc1	·	0.2%	i	33	11%	0.1%	15%	0.1	40	5%	i	0.4
O=C(CSc1nc(O)cc(=O)n1-c1ccccc1)NCc1ccccc1	1.1	-0.2%	i	43	11%	-0.2%	5%	1.2	53	0%	i	8.1
CCOc1ccc(-n2c(SCc3ccc([N+](=O)[O-])cc3)nnc2-c2ccc(OC)cc2)cc1	1.1	?	i	45	2%	4.6%	6%	4.8	48	-1%	i	0.8
O=C(Oc1cccnc1)c1cc2ccccc2oc1=O	1	0.5%	i	58	1%	3.7%	28%	1.3	58	-8%	i	0.6
Nc1cc2nsnc2cc1Br	1	5.7%	i	28	?	-1.2%	7%	-0.4	39	105µM*	?	·
CN(C(=O)COC(=O)c1c2c(nc3ccccc13)/C(=C/c1cccc([N+](=O)[O-])c1)CCC2)C1CCS(=O)(=O)C1 (centres undefined)	1	10%	i	17	7%	-0.1%	2%	1.6	67	-10%	i	0.7
O=S(=O)(NCC1CCCO1)c1cnc(Cl)c(Br)c1 (centres undefined)	1.1	1.4%	i	53	-8%	1.2%	5%	3.4	42	4%	i	0.2
CCN(CC)C(=O)C(=O)Nc1ccc(OC)c(Cl)c1	1	2.5%	i	50	15%	1.2%	7%	1.5	69	-10%	i	0.2
N#Cc1ccc(OCC(=O)N2CCc3ccccc32)cc1	·	·	i	50	·	0.8%[50 µM]	5%	-1.3	78	·	i	0.5
CCN1C(=O)/C(=C/c2cccs2)SC1=Nc1ccc(OC)cc1	1.1	0.5%	i	57	11%	1.4%	11%	8.7	41	1%	i	0.9
Cc1c(Cl)cccc1NC(=O)CCC(=O)NNC(=O)c1ccccc1	1.2	1.1%	i	47	14%	5.1%	3%	0.2	36	-4%	i	0.3
COc1ccc(S(=O)(=O)N2CCN(C(=O)C3COc4ccccc4O3)CC2)cc1 (centres undefined)	·	0.8%	i	32	·	0.2%[50 µM]	27%	1.9	45	·	i	0.2

Individual results from the list:
Value of O=C(CSc1nc(O)cc(=O)n1-c1ccccc1)NCc1ccccc1 in Rac1 GTP hydrolysis: 5%
Value of COc1ccc(NC(=S)Nc2ccc(OC)cc2OC)c(OC)c1 in Myeloid diff MLP GFP+ MAC1+ %: 0.3
Value of CN(Cc1ccccc1)c1ccc(C(CC(N)=O)NC(=O)Cc2ccc(Br)cc2)cc1[N+](=O)[O-] (centres undefined) in RSV CPE inhibition: 0.7%
